High-throughput results deposited in PubChem BioAssay by several laboratories.
EBV gp42 block: Epstein-Barr virus gp42 inhibitors, primary screen, biochemical, uHTS, fluorescence polarization. inhibition, % (tested at 21.74 µM). Glycoprotein 42 (Epstein-Barr virus (strain AG876)), Q1HVG2. AID 1085, 2008. Fluorescence polarization binding assay, mP read-out. 220,000 tested, 0.42% active; in the data active means inhibition above about 50%
Target sequence (Q1HVG2 whole entry, looked up): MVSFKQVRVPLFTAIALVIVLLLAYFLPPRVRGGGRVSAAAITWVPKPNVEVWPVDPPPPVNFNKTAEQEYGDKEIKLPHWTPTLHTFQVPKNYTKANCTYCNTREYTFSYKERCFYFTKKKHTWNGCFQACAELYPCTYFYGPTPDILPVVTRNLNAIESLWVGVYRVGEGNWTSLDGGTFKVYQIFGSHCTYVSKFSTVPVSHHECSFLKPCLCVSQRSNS
Mdm2 ligase inh: MDM2-luciferase reporter signal enhancers, primary screen, MDM2 E3 ligase inhibitor project, cell-based, luminescence, 1536-well; AID 1230, 2008; cell-based MDM2 ubiquitination luciferase reporter, 2 h; 0 = plate control, 100 = twice control, blank-subtracted; signal enhancement, % at 5 µM; 210,000 tested, 0.11% active; E3 ubiquitin-protein ligase Mdm2 (Homo sapiens), Q00987;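 active means signal enhancement of 30% or more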;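 further: luminescence tracks abundance of the self-degrading MDM2-luciferase fusion protein; higher signal means inhibition of MDM2 E3 ligase activity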
Target sequence (Q00987 whole entry, looked up, the tested form may be a part): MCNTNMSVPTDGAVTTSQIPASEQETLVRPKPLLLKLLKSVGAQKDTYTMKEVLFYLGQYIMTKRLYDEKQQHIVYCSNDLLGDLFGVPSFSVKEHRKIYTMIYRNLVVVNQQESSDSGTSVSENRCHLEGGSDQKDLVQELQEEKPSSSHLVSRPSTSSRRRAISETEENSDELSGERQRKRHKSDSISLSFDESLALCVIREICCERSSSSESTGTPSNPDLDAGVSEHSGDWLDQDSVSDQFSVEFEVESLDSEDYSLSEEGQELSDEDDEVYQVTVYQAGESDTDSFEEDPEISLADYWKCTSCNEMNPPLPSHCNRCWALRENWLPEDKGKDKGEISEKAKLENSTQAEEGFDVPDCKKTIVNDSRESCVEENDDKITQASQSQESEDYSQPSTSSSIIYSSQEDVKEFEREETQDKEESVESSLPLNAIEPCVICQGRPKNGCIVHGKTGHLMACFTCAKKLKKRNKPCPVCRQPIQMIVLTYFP
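Assay system: mammalian cells stably expressing self-ubiquitinating, self-degrading MDM2 E3–luciferase fusion. Quantity: 2000 cells in each well. Medium: DMEM culture medium. Compound dosing: single-point 5 µM. Timing: cell settling 4 h, compound treatment 2 h, both 37 °C. Technique: luciferase luminescence. Read-out basis: percent signal gain over controls, blank-subtracted. Benchmarks: plate controls and plate blanks.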
Runt-CBFb FRET: inhibitors of RUNX1 Runt–CBFb binding, primary screen, biochemical, FRET, Cerulean-Runt, Venus-CBFb, uHTS. AID 1496, 2009. Runt-related transcription factor 1 (Homo sapiens) + Core-binding factor subunit beta …. inhibition, % at 20 µM. 220,000 tested, 0.46% active. Cerulean-Runt/Venus-CBFb FRET ratio 530/480, 1 h;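 active means inhibition over about 50% at 20 µM in the single-dose screen, limit read from the data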;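 further: 0% = DMSO wells and 100% = excess unlabeled CBFb competitor control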
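test system = Cerulean-Runt domain fusion protein, energy donor | probe or stimulus = Venus-CBFb binding partner, 100 nM | incubation = two 1 h room-temperature incubations shielded from light | detection = fluorescence energy transfer, 422 nm excitation, 530/480 nm emission | measure = loss of energy transfer signal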
Runt-SMMHC FRET: inhibitors of RUNX1 Runt–CBFb-SMMHC binding, primary screen, biochemical, FRET, Cerulean-Runt, Venus-CBFb-SMMHC, uHTS | Runt-related transcription factor 1 (Homo sapiens) + Core-binding factor subunit beta … | Cerulean-Runt/Venus-CBFb-SMMHC FRET ratio 530/480, 1 h | inhibition, % at 20 µM | 220,000 tested, 0.74% active | AID 1434, 2008;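 active means mean inhibition across duplicate retests at 20 µM reaching about 50%, limit read from the data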;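 further: 0% = DMSO wells and 100% = wells with excess untagged CBFb-SMMHC; inhibitors lower the FRET ratio by blocking Runt binding to CBFb-SMMHC; some results filed as inactive read as strong as hits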
p47phox inh: p47phox/p22phox peptide binding inhibitors, primary screen, biochemical, uHTS, NADPH oxidase regulatory subunit; inhibition, % at 24.7 µM; 220,000 tested, 0.53% active; fluorescence polarization, 2 h; Neutrophil cytosol factor 1 (Homo sapiens), P14598;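 active means inhibition above about 30%, limit read from the data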;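 further: 0% = p47phox with labelled peptide and 100% = labelled peptide alone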
Hck-Nef inh: inhibitors of Nef-activated human Hck kinase, primary screen, biochemical, Z-Lyte FRET, 384-well, Hck-YEEI | inhibition, % at 20 µM | Recombinant Hck-YEEI plus Nef, Z-Lyte FRET kinase assay | 220,000 tested, 0.68% active | Tyrosine-protein kinase HCK (Homo sapiens), P08631;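 active means Hck-Nef kinase inhibition above about 50%, limit read from the data; inactive means inhibition below that limit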;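 further: 0% = DMSO with Hck plus Nef and 100% = Hck alone without Nef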
zVAD death inh: inhibitors of zVAD-triggered necroptosis, primary screen, L929 cells; AID 1377, 2008; 220,000 tested, 0.38% active; L929 zVAD necroptosis rescue, ATP luminescence, 24 h; with zVAD 60 µM; viability rescue, % at 10 µM;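 active means activation, scaled between plate controls, above about 75%, limit read from the data; inactive means activation under that limit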;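 further: 0% = zVAD with DMSO and 100% = DMSO alone without zVAD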
TbHK1 inh: Trypanosoma brucei hexokinase 1 inhibitors, primary screen, biochemical, G6PDH-coupled NADH absorbance, MLSCN library; recombinant TbHK1, G6PDH-coupled NADH A340; inhibition, % at 10 µM; 220,000 tested, 0.11% active; AID 1430, 2008;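 active means inhibition of 50% or more in the single-dose primary screen; inactive means inhibition below 50%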
14-3-3 Bad inh: inhibitors of 14-3-3 zeta/Bad binding, primary screen, biochemical, TR-FRET, bovine 14-3-3 zeta; TR-FRET 14-3-3zeta/Dy647-pBad peptide displacement, 1 h; inhibition, % at 21.7 µM; 220,000 tested, 0.71% active; AID 781, 2007;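 active means inhibition above about 70%, limit read from the data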;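 further: 0% = full 14-3-3 plus peptide FRET controls and 100% = background without 14-3-3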
* = called active by the depositor; / = not tested or not shown; [ ] = dose if it differs, or a comment. An unsorted share of the library; 3.2% or so of the library scored in one or more.

Short forms – A = EBV gp42 block; B = Mdm2 ligase inh; C = Runt-CBFb FRET; D = Runt-SMMHC FRET; E = p47phox inh; F = Hck-Nef inh; G = zVAD death inh; H = TbHK1 inh; I = 14-3-3 Bad inh
Molecule: O=C(O)COc1ccccc1/C=N/NC(=O)CSc1nc2ccccc2n1Cc1ccc(Cl)cc1
  A: -17.7 | B: -4.8 | C: -0.3 | D: -9.2 | E: -16.9 | F: 6.0 | G: 1.2 | H: -7.7 | I: 8.3
Molecule: CCCCn1c(=N)n(CC(O)COc2ccccc2)c2ccccc21 (configuration not stated)
  A: -7.6 | B: -19.4 | C: 0.2 | D: -1.4 | E: -2.4 | F: 1.1 | G: -0.3 | H: 3.7 | I: -4.1
Molecule: COC(=O)c1c(C)n(-c2ccc(C)cc2)c2ccc(O)cc12
  A: 11.2 | B: -0.9 | C: 0.5 | D: 2.4 | E: -10.9 | F: -0.4 | G: 0.5 | H: -6.1 | I: -7.2
Molecule: COc1cccc(-c2nnc3n2N=C(C(C)(C)C)CS3)c1
  A: -3.3 | B: -36.3 | C: -2.1 | D: -2.3 | E: -3.6 | F: 2.3 | G: 13.8 | H: -1.1 | I: 0.1
Molecule: O=C(Nn1cnnc1)C1Cc2ccccc2CN1S(=O)(=O)c1ccc(F)cc1 (configuration not stated)
  A: -12.1 | B: 11.7 | C: 1.1 | D: -0.5 | E: -14.4 | F: 6.8 | G: -0.1 | H: -2.3 | I: -3.9
Molecule: O=C(Nc1ccc2ccccc2c1)C(=O)C1C(=O)Nc2ccccc21 (configuration not stated)
  A: -6.2 | B: -23.8 | C: 6.5 | D: -2.4 | E: 4.2 | F: 2.3 | G: 1.9 | H: -23.4 | I: -11.4
Molecule: COc1ccc(/C=N/Nc2ccccc2)cc1Cn1nc(C)c([N+](=O)[O-])c1C
  A: 2.2 | B: -8.1 | C: 2.0 | D: 1.5 | E: -14.0 | F: 2.1 | G: 0.3 | H: -12.6 | I: -16.2[fluorescence artefact?]
Molecule: CCOC(=O)Cc1csc(NS(=O)(=O)c2ccccc2)n1
  A: -4.6 | B: -7.7 | C: -2.1 | D: -0.3 | E: -5.5 | F: -0.5 | G: 0.0 | H: -5.3 | I: 12.6
Molecule: CC(=O)Nc1ccc(NS(=O)(=O)c2cc(-c3n[nH]c(=O)c4ccccc34)ccc2C)cc1
  A: -2.9 | B: -4.0 | C: -2.1 | D: -2.3 | E: -4.9 | F: 8.4 | G: 0.4 | H: -8.8 | I: 4.1
Molecule: CC(NC(=O)c1ccccc1)C(=O)OCC(=O)N1c2ccccc2Sc2ccccc21 (configuration not stated)
  A: -21.5 | B: 6.2 | C: 0.0 | D: 1.0 | E: -4.4 | F: 5.1 | G: 0.2 | H: 30.0 | I: 3.5
Molecule: COCCCNCCOc1ccc(C(C)(C)c2ccccc2)cc1
  A: 8.2 | B: 8.7 | C: -1.4 | D: 2.5 | E: -10.1 | F: 4.0 | G: 2.2 | H: 22.2 | I: -2.7
Molecule: Cc1ccc(/C=C/C(=O)NC(=S)Nc2ccccc2C(=O)NC2CCCCC2)cc1
  A: -2.7 | B: -9.8 | C: -0.6 | D: 2.7 | E: -1.5 | F: 0.5 | G: 0.3 | H: -0.9 | I: 3.3
Molecule: O=C(CSCc1ccccc1Cl)Nc1c[nH]c(=O)[nH]c1=O
  A: -23.6 | B: -15.9 | C: -0.8 | D: 0.9 | E: -0.4 | F: 1.1 | G: 0.7 | H: 37.5 | I: -15.1[fluorescence artefact?]
Molecule: CCN(C(=O)c1c(OC)cccc1OC)c1nnc(-c2cccnc2)s1
  A: -21.4 | B: -16.8 | C: -3.6 | D: -0.4 | E: -11.7 | F: 1.2 | G: 0.4 | H: -3.7 | I: 4.5
Molecule: Cc1ccc(C(NC(=O)N2CCOCC2)C(Cl)(Cl)Cl)cc1F (configuration not stated)
  A: -11.7 | B: -8.1 | C: 0.7 | D: -0.2 | E: -2.8 | F: 3.1 | G: -0.1 | H: -4.1 | I: -7.9
Molecule: COc1c2ccoc2nc2c(OC)c(O)ccc12
  A: -10.5 | B: 3.8 | C: 0.0 | D: -0.3 | E: 0.0 | F: -0.1 | G: 10.4 | H: -11.3 | I: -10.8
Molecule: CCOC(=O)c1cn(CC)c2ccc(S(=O)(=O)N3CC(C)CC(C)C3)cc2c1=O (configuration not stated)
  A: -18.7 | B: -0.5 | C: / | D: -2.0 | E: 0.6 | F: 2.1 | G: -0.1 | H: -27.0 | I: 21.6[fluorescence artefact?]
Molecule: Cc1ccc(NC(=O)c2cccc(OC(F)F)c2)c(OC(F)F)c1
  A: 7.5 | B: -12.3 | C: -3.6 | D: 4.3 | E: 10.4 | F: -3.1 | G: 0.1 | H: 5.6 | I: 17.0[fluorescence artefact?]
Molecule: CCOc1ccc(/C=N/OCC(=O)Nc2ccc(OCc3ccccc3)cc2)cc1OC
  A: -49.6 | B: -18.2 | C: 2.9 | D: -7.4 | E: -18.5 | F: 3.3 | G: 3.5 | H: -4.9 | I: -0.8
Molecule: O=P(O)(CN1CCCCC1)CN1CCCCC1
  A: -9.6 | B: -10.0 | C: -1.0 | D: 64.1 | E: -8.5 | F: -0.6 | G: 1.9 | H: -1.2 | I: -5.8[fluorescence artefact?]
Molecule: Cc1ccc(N(CC(=O)Nc2ccc(F)c(Cl)c2)S(=O)(=O)c2c(C)noc2C)cc1
  A: -22.0 | B: -12.1 | C: 4.0 | D: 4.3 | E: -80.8 | F: 0.4 | G: 0.2 | H: 10.5 | I: 8.9
Molecule: CC(C)N1C(=O)C(O)(C2COC(C)(C)CC2=O)c2ccccc21 (configuration not stated)
  A: 6.3 | B: 2.3 | C: 0.8 | D: 2.8 | E: 0.0 | F: 16.3 | G: 4.8 | H: -1.3 | I: 70.7*
Molecule: CCOC(=O)N1CCN(C(=O)CSc2nc(CC)nc3c2c(=O)n(C)c(=O)n3C)CC1
  A: -10.3 | B: -9.3 | C: 0.3 | D: 2.1 | E: -12.7 | F: 8.1 | G: -0.1 | H: -7.7 | I: 3.3
Molecule: CNc1ncc(C(=O)c2ccc(F)cc2)s1
  A: -14.7 | B: -11.1 | C: -2.5 | D: -3.2 | E: -15.6 | F: -9.3 | G: 84.7* | H: -40.3 | I: -5.0
Molecule: COc1ccc(C(NC(=O)CC(C)C)NC(=O)CC(C)C)cc1OC
  A: -5.5 | B: 2.2 | C: -0.4 | D: -1.1 | E: -21.1 | F: 0.9 | G: -0.3 | H: -1.7 | I: 2.0

For convenience, six of the compounds above:
Short forms – A = EBV gp42 block; B = Mdm2 ligase inh; C = Runt-CBFb FRET; D = Runt-SMMHC FRET; E = p47phox inh; F = Hck-Nef inh; G = zVAD death inh; H = TbHK1 inh; I = 14-3-3 Bad inh
Molecule: O=C(O)COc1ccccc1/C=N/NC(=O)CSc1nc2ccccc2n1Cc1ccc(Cl)cc1
  A: -17.7 | B: -4.8 | C: -0.3 | D: -9.2 | E: -16.9 | F: 6.0 | G: 1.2 | H: -7.7 | I: 8.3
Molecule: CCCCn1c(=N)n(CC(O)COc2ccccc2)c2ccccc21 (configuration not stated)
  A: -7.6 | B: -19.4 | C: 0.2 | D: -1.4 | E: -2.4 | F: 1.1 | G: -0.3 | H: 3.7 | I: -4.1
Molecule: COC(=O)c1c(C)n(-c2ccc(C)cc2)c2ccc(O)cc12
  A: 11.2 | B: -0.9 | C: 0.5 | D: 2.4 | E: -10.9 | F: -0.4 | G: 0.5 | H: -6.1 | I: -7.2
Molecule: COc1cccc(-c2nnc3n2N=C(C(C)(C)C)CS3)c1
  A: -3.3 | B: -36.3 | C: -2.1 | D: -2.3 | E: -3.6 | F: 2.3 | G: 13.8 | H: -1.1 | I: 0.1
Molecule: O=C(Nn1cnnc1)C1Cc2ccccc2CN1S(=O)(=O)c1ccc(F)cc1 (configuration not stated)
  A: -12.1 | B: 11.7 | C: 1.1 | D: -0.5 | E: -14.4 | F: 6.8 | G: -0.1 | H: -2.3 | I: -3.9
Molecule: O=C(Nc1ccc2ccccc2c1)C(=O)C1C(=O)Nc2ccccc21 (configuration not stated)
  A: -6.2 | B: -23.8 | C: 6.5 | D: -2.4 | E: 4.2 | F: 2.3 | G: 1.9 | H: -23.4 | I: -11.4
